CRFBP-R2 agonist = agonists of human CRF-binding protein/CRF-R2 receptor complex; activation, % at 13.2 µM; hit rate 0.46% among 350,000; HEK293 CRF-R2/CRF-BP, calcium dye fluorescence (FLIPR); percent of saturating CRF peptide response; AID 588473;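 active = activation of at least 50%, plus an integration ratio under a set limit after plate pattern correction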;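 also: plate controls were neutral control wells without compound for no effect and CRF at EC100 for full effect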
M4 antag = blocks acetylcholine activation of human M4 receptor. P08173. CHO-hM4 cells, ACh EC80, Fluo-8 calcium fluorescence. inhibition, % at 3 µM. hit rate 0.73% among 360,000. AID 624125;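 active = inhibition above its plate's cutoff, the mean inhibition of sample wells plus 3 SD, cut at about 27% in these data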;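 also: 0% = acetylcholine EC80 with DMSO and 100% = DMSO without agonist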
Target sequence (P08173 whole entry, looked up): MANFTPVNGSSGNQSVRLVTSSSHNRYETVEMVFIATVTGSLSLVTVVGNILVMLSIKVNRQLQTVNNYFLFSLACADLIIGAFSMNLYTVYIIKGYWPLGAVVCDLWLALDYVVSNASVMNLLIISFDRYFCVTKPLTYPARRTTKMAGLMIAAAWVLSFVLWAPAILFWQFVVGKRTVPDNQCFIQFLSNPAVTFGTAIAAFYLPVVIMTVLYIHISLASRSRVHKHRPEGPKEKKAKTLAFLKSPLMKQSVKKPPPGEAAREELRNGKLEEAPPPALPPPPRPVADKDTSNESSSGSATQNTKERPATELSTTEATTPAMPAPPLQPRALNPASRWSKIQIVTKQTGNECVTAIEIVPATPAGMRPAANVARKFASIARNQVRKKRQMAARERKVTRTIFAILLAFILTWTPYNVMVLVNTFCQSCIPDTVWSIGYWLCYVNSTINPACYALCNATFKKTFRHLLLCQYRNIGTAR
M5 PAM = positive allosteric modulators of human muscarinic M5 receptor; P08912; CHO-K1 hM5, Fluo-8 calcium, ACh EC20 PAM; 0% = ACh EC20, 100% = ACh EC100; activation, % at 3 µM; hit rate 0.3% among 360,000; AID 624038;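 active = activation above the run cutoff, the mean activation of all test compounds plus 3 SD, cut at about 18% in these data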
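System – CHO-K1 hM5 cells · Compound – 3 µM, single dose · Incubation – compound preincubation 140 s before EC20 acetylcholine addition · Technique – Fluo-8 calcium fluorescence · Measure – Max/basal fluorescence ratio as % of EC20–EC100 ACh window · Benchmarks – low control EC20 acetylcholine (0%), high control EC100 acetylcholine (100%) · Replication – singlicate, one well per test compound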
M1 PAM = potentiates human M1 receptor response to acetylcholine; P11229; CHO-K1 hM1, Fluo-8 calcium fluorescence, ACh EC20; 0% = ACh EC20, 100% = maximal ACh; activation, % at 3 µM; hit rate 0.088% among 360,000; AID 588819; in the data active = activation above about 19%, passing the limit was not always enough
Target sequence (P11229 whole entry, looked up): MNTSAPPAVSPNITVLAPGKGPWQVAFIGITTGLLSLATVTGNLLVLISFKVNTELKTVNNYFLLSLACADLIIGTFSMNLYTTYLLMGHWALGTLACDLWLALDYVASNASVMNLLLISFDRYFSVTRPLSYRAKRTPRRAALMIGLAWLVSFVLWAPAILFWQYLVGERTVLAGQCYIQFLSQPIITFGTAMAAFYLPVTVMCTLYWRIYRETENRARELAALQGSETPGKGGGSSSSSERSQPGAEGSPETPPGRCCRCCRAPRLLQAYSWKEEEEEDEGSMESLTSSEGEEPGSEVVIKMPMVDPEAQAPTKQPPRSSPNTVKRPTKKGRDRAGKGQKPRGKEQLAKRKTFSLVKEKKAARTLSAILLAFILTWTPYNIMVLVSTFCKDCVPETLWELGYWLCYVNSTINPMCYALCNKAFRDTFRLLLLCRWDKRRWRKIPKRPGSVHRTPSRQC
CRFR2-BP antag = blocks CRF-induced signaling of the CRF-BP/CRF-R2 complex | hit rate 0.59% among 350,000 | inhibition, % at 11.8 µM | AID 588475 | HEK293 CRF-R2/CRF-BP, CRF-induced calcium fluorescence;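 active = inhibition of the ligand-induced calcium signal above about 50% at the single tested concentration, limit read from the data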
CHRM4 PAM = CHRM4 positive allosteric modulation; P08173; CHO-K1 hM4/Gqi5, Fluo-8 calcium fluorescence, ACh EC20; 0% = ACh EC20, 100% = maximal ACh; activation, % at 3 µM; hit rate 0.4% among 360,000; AID 624126;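 active = activation above its plate's cutoff, the mean activation of sample wells plus 3 SD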; also: some results filed as inactive read as strong as hits
M5 antag = CHRM5 antagonism in calcium assay. CHO-hM5 cells, Fluo-8 calcium fluorescence, ACh EC80. inhibition, % at 3 µM. hit rate 0.59% among 360,000. AID 624040;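 active = inhibition above a per-plate cutoff, the mean of that plate's test compounds plus 3 SD, cut at about 27% in these data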;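 also: 0% = acetylcholine EC80 with DMSO and 100% = DMSO without agonist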
CHRM4 agonist = CHRM4 agonism in calcium assay; P08173; activation, % at 3 µM; AID 624127; CHO-K1 hM4/Gqi5, Fluo-8 calcium fluorescence; vehicle 0%, full acetylcholine response 100%; hit rate 0.14% among 360,000;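 active = activation above the run mean over all test wells plus 3 SD, cut at about 32% in these data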;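 also: peak over basal fluorescence ratio per well then scaled between controls; 0% = DMSO wells and 100% = acetylcholine at EC100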
CHRM5 agonist = agonists of human muscarinic M5 receptor (CHRM5); hit rate 0.19% among 360,000; activation, % at 3 µM; CHO-K1 hM5 cells, Fluo-8 calcium fluorescence; 0% DMSO wells, 100% maximal acetylcholine response; P08912;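 active = activation above the run's mean over test compounds plus 3 SD, cut at about 23% in these data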;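 also: signal is peak over basal fluorescence ratio across the kinetic read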
Numbers without * were called inactive; x = no result given; & = joins results of further samples.

Each structure is followed by: CRFBP-R2 agonist	M4 antag	M5 PAM	M1 PAM	CRFR2-BP antag	CHRM4 PAM	M5 antag	CHRM4 agonist	CHRM5 agonist
C/C(CC1CC(COCC(C)C)OC1=O)=N\Nc1nc(-c2ccccc2)cs1 (stereo not drawn)
→ -1.2	30*	-2	-4	23	-1	1	1	0
COc1cc(OC)cc(-c2cc3ccc(OC)cc3cn2)c1
→ -0.3	-13	4	6	-2	1	5	0	-2
Cc1ccc(NCc2ccc(O)c3ncccc23)cc1
→ 3.4	-10	0	6	-12	6	-16	1	1
Cc1ccc(C)c(C(=O)Nc2c(C(N)=O)oc3ccccc23)c1
→ -0.6	5	-11	-10	-7	-9	6	4	0
CSc1nc2c(=S)[nH]c(=S)[nH]c2s1
→ x	4	1	6	x	8	2	1	4
CCN1C(=O)N[C@@H](CCc2ccccc2)C(C(=O)OC)=C1C
→ -1.9	-5	1	1	-12	3	4	6	-3
CNC(=O)c1c(NC(=O)CCS(=O)(=O)c2ccccc2)sc2c1CCN(C(=O)OC)C2
→ -0.3	2	3	4	5	8	3	2	-3
N#Cc1ccc(CN2CCN(CC(=O)NCCc3ccc(Cl)cc3Cl)CC2)cc1
→ 0.2	16	-6	1	6	-15	3	3	-5
Clc1ccc(Cn2nnc(-c3ccccc3)n2)cc1
→ -0.5	2	-12	1	0	1	-4	-1	-9
C/C(=N/NC(=O)c1ccoc1C)c1cccc(NC(=O)C2CC2)c1
→ 4.7	0	2	7	-2	-2	-6	2	-3
O=C(NC1CCCC1)c1ccccc1OCc1ccccc1
→ -4.5	1	0	5	28	6	-1	7	4
COc1ccc(C2(CNC(=O)c3cccc([N+](=O)[O-])c3)CCOCC2)cc1OC
→ -0.1	-12	4	-7	0	9	-3	2	0
Cc1nn(-c2ccccc2)c(Cl)c1C1C(C#N)=C(N)Oc2n[nH]c(C)c21 (stereo not drawn)
→ -1.3	-10	3	4	-24	5	-6	1	-3
Cc1ccc(S(=O)(=O)NCC(=O)Nc2cccnc2)cc1C
→ -0.9	6	-8	-1	-10	-4	8	1	1
CN1CC(C(=O)O)Cc2c1ccc1ccccc21 (stereo not drawn)
→ 0.5	0	4	10	-21	-1	3	0	-1
CCCCC(=O)N(c1ccc(C)c(C)c1)C1C=CS(=O)(=O)C1 (stereo not drawn)
→ 0.3	-3	4	14	-14	13	-12	0	0
O=C(COc1cccc2ccccc12)N/N=C/c1ccco1
→ 0.3	-7	2	-1	-11	3	-2	1	-1
COc1ccc(/C(O)=C2/C(=O)C(=O)N(CCCN3CCOCC3)C2c2ccc(OC)cc2)cc1 (stereo not drawn)
→ -0.6	4	-11	-7	4	-8	32*	0	-5
CCN(C(=O)CN(C1=NC2CS(=O)(=O)CC2S1)c1ccc(OC)cc1)c1cccc(C)c1 (stereo not drawn)
→ x	0	-1	5	x	-2	1	0	1
O=C(CN1CCN(S(=O)(=O)c2ccc(F)cc2)CC1)Nc1ccccc1C(=O)NC1CC1
→ -1.1	1	-19	-7	1	-6	7	17	3

Record cards (already shown). Values in the order: CRFBP-R2 agonist | M4 antag | M5 PAM | M1 PAM | CRFR2-BP antag | CHRM4 PAM | M5 antag | CHRM4 agonist | CHRM5 agonist
`O=C(COc1cccc2ccccc12)N/N=C/c1ccco1` is listed as 0.3 | -7 | 2 | -1 | -11 | 3 | -2 | 1 | -1
`O=C(NC1CCCC1)c1ccccc1OCc1ccccc1` is listed as -4.5 | 1 | 0 | 5 | 28 | 6 | -1 | 7 | 4

Additional compounds follow.
Each structure is followed by: CRFBP-R2 agonist	M4 antag	M5 PAM	M1 PAM	CRFR2-BP antag	CHRM4 PAM	M5 antag	CHRM4 agonist	CHRM5 agonist
COCCOc1nc2ccccc2nc1C
→ -1.0	6	30*	-2	-4	10	5	1	-3
Cc1ccc(N2CCN(S(=O)(=O)c3ccc(Cl)s3)CC2C)cc1 (stereo not drawn)
→ 2.1	1	-7	-2	-1	-6	5	0	-2
O=C(Nc1c(F)c(F)c(F)c(F)c1F)c1ccc(Br)o1
→ 0.4	-12	-1	9	-12	9	-6	0	0
CN(C)/C=C1\N=C(c2ccc(Cl)cc2Cl)OC1=O
→ 3.5	-6	-1	9	-6	8	5	0	1
CC(C)NC(=O)C1CCN(C2CCN(C(=O)c3scc4c3CCCC4)CC2)CC1
→ -3.8	5	3	6	-16	-2	2	1	-4
CC(C(=O)O)n1nc2ccccc2n1 (stereo not drawn)
→ 2.2	13	2	1	5	2	-8	0	1
Cc1cc(C)n(CC(=O)N/N=C/c2c[nH]c3ccccc23)n1
→ -1.1	-6	1	9	6	-15	2	1	4
COc1cccc(CN2CC(C(=O)N(C)Cc3nc(C)cs3)CCC2=O)c1 (stereo not drawn)
→ -0.9	-8	6	4	11	1	-6	1	-1
CC1(C(=O)OCC(=O)Nc2ccccc2Cl)CC1(Cl)Cl (stereo not drawn)
→ -1.1	-15	5	5	5	10	-2	2	0
CCCCn1c(-c2ccc(OC)cc2)nc2c(=O)n(C)c(=O)[nH]c21
→ -0.8	2	-6	10	8	-1	15	9	-1
CC(=O)NC(Cc1ccccc1F)C(=O)NC1CCN(C(=O)NCc2ccccc2)CC1 (stereo not drawn)
→ 2.3	-8	6	14	5	4	4	1	-1
CC(=O)Nc1nc(C)nc(-c2ccccc2)c1C(C)=O
→ 0.5	-5	-12	-5	-5	7	4	0	-4
CS(=O)(=O)c1ccc(Cl)c(NC(=O)c2cccc(Br)c2)c1
→ 1.1	0	-5	5	-2	-6	1	1	0
COc1ccccc1N1CCN(C2CCCN(S(=O)(=O)c3ccc(C)cc3)C2)CC1 (stereo not drawn)
→ -0.7	2	-2	4	22	-2	-4	9	1
CCc1ccc(N2CN(Cc3ccco3)CNC2=S)cc1
→ -0.4	-7	-9	7	4	-5	19	0	-1
O=C(Cn1nc(Cc2cccnc2)c2ccccc2c1=O)NCCCN1CCCC1=O
→ -1.0	8	-1	1	-4	-8	3	0	4
O=C(CCC1CCCCC1)Nc1ccc(S(=O)(=O)Nc2nccs2)cc1
→ -0.1	-20	9	9	-9	10	-9	1	-3
COc1ccc(C(=O)c2ccccc2)c(OCC(=O)NC2CC2)c1
→ -0.3	-16	5	12	-7	10	2	5	2
CC(OC(=O)c1cc(S(=O)(=O)N(C)c2ccccc2)ccc1Cl)C(=O)Nc1ccc2c(c1)OCCO2 (stereo not drawn)
→ -1.4	12	-9	0	-3	-9	7	1	-4
COc1ccc(-n2cnnc2SCC(=O)Nc2cccnc2Cl)cc1
→ 0.6	4	7	1	9	0	7	0	-1
CN(C(=O)CSc1nnc(N)s1)C1CCCCC1
→ -0.8	-1	-1	4	7	-3	-2	1	-4
CN(Cc1ccccc1)C(=O)c1oc(=O)c2ccccc2c1-c1ccccc1
→ -1.2	-1	-9	-13	-18	0	10	4	-2
COc1ccc(C(=O)Nc2ccc(NC(=O)c3cccs3)cn2)cc1
→ -0.6	-2	-4	-3	4	-1	12	1	-1
COC(=O)[C@H](CCSC)NC(=O)Cn1ccc(N)nc1=O
→ -0.6	-11	-3	3	0	-1	7	1	-1
COc1ccccc1NC(=O)C(CC=C(Cl)Cl)C(C)=O (stereo not drawn)
→ -2.1	-4	8	-4	-12	4	-5	-1	-4
Cc1cc(C)c2c(n1)nn1c(NCCCN3CCOCC3)cc(C)nc21
→ 3.4	3	6	1	-30	6	-10	1	5
CCSc1ccc(/C(N)=N/OC(=O)c2cccs2)cn1
→ -1.1	2	0	-7	-4	1	1	1	-2
O=C(COc1ccc(Cl)cc1)NCc1nnc(SCC(=O)NC2CCCC2)o1
→ 0.1	-6	1	3	-6	4	8	1	1
CCc1nc(N)nc(N)c1-c1ccc(Cl)c(N=[N+]=[N-])c1
→ 1.4&14	5&-14	-11&-10	-10&8	-18&-26	-6&1	0&2	3&6	-9&-7
C/C(=N/NC(=O)CNC(=O)c1cccnc1)c1cccc([N+](=O)[O-])c1
→ 1.5	15	13	-4	16	2	10	2	-1
CCN(CC)C(=O)C[n+]1ccc(C(N)=O)cc1
→ 1.2	1	-1	9	29	0	2	1	2
C/C(CC(=O)Nc1ccc(F)cc1)=N\NC(=O)COc1ccccc1
→ -0.8	2	-5	1	17	-4	0	-1	-1
O=C(Cc1ccc(-n2c(=S)[nH]c3ccccc3c2=O)cc1)N1CCC(N2CCCCC2)CC1
→ -1.0	-9	0	-25	24	-10	-10	1	-6
COC(=O)c1sc(-c2cccs2)cc1NC(=O)/C=C/C(=O)O
→ -0.2	2	4	9	-11	-1	4	-1	0
Cc1cccc(C)c1N(CC(=O)NCc1ccco1)C(=O)CNS(=O)(=O)c1ccc(F)cc1
→ -0.1	2	-2	5	-4	2	4	2	-1
C[C@H](CO)N1C[C@H](C)[C@H](CN(C)Cc2ccccc2)Oc2ncc(Br)cc2C1=O
→ -1.4	-7	4	11	-18	-3	-9	1	-1
Cn1c(SCC(=O)Nc2ccc(F)cc2F)nnc1-c1cccnc1
→ -0.8	-5	-1	9	12	4	7	0	1
CC(C)(C)n1ncc2c(=O)n(CC(=O)Nc3ccc4c(c3)OCO4)cnc21
→ 8.2	-5	1	5	16	-2	-8	1	-2
CC(NC(=O)CCSCc1ccccc1F)c1ccccc1 (stereo not drawn)
→ -0.7	-3	-1	5	0	7	5	1	-5
C(=N\Nc1nc2ccccc2[nH]1)/c1cccc2nccnc12
→ -2.6	-6	4	9	6	-1	-2	12	3

Not a retest: two of the compounds above.
Each structure is followed by: CRFBP-R2 agonist	M4 antag	M5 PAM	M1 PAM	CRFR2-BP antag	CHRM4 PAM	M5 antag	CHRM4 agonist	CHRM5 agonist
CN(C(=O)CSc1nnc(N)s1)C1CCCCC1
→ -0.8	-1	-1	4	7	-3	-2	1	-4
CN(Cc1ccccc1)C(=O)c1oc(=O)c2ccccc2c1-c1ccccc1
→ -1.2	-1	-9	-13	-18	0	10	4	-2

Additional structures follow.
Each structure is followed by: CRFBP-R2 agonist	M4 antag	M5 PAM	M1 PAM	CRFR2-BP antag	CHRM4 PAM	M5 antag	CHRM4 agonist	CHRM5 agonist
CC1CC(=O)C2=C(C1)OC(N)=C(C#N)C2c1coc2ccccc2c1=O (stereo not drawn)
→ 1.5	6	1	3	0	1	-2	1	1
Cc1cccc2cc(CN(CC3CCCO3)C(=O)c3cnccn3)c(=O)[nH]c12 (stereo not drawn)
→ -2.5	6	-4	5	26	-1	-1	2	0
NS(=O)(=O)c1cccc(NC(=O)COC(=O)CCc2ccccc2)c1
→ -0.3	1	-7	2	-13	2	20	1	-3
O=C(COC(=O)c1cccnc1Cl)Nc1ccccc1OC(F)F
→ -2.1	-4	-5	3	20	-4	3	6	3
CCCCn1nc2cc(C(=O)NCc3cc(C(F)(F)F)cc(C(F)(F)F)c3)ccc2c1OC
→ -1.4	-1	2	4	-7	14	9	0	-5
CSc1ccccc1C(=O)NCCc1ccc(S(=O)(=O)N2CCCCC2)cc1
→ -0.1	19	-1	-5	-1	-13	-3	3	-3
O=C(Nc1ccc([N+](=O)[O-])cn1)c1ccc2c(c1)OCO2
→ -3.2	2	-11	13	4	3	5	2	-2
Cn1cnnc1SCC(=O)NCCc1ccccc1
→ 2.2	-3	2	6	1	12	1	0	0
COc1ccc(NC(=O)COC(=O)C23CCC(=O)N2c2ccccc2S3)cc1 (stereo not drawn)
→ 3.6	1	2	9	11	-2	-9	1	3
Cc1ccc2oc3c(c(=O)c2c1)C(c1cccc(Br)c1)N(Cc1ccco1)C3=O (stereo not drawn)
→ 0.9	3	-8	2	-2	-5	11	1	2
CCn1cc(C(=O)OCC(=O)c2ccc(Cl)cc2)c(=O)c2ccc(C)nc21
→ -7.1	-1	8	7	16	4	-2	1	-1

Screening data deposited in PubChem BioAssay by several laboratories.
